D1 antag – human D1 dopamine receptor antagonism; HEK293 TREx D1 cells, calcium flux, dopamine EC80; active compounds read low; activity change, negative = inhibition, % at 10 µM; 3.2% of 360,000 active; P21728; in the data active means activity change below about -30%; further: on the % scale 0 is the no-effect control and ±100 the full control effect
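HEK293 T-REx cells expressing inducible, force-coupled D1 receptor; no-wash Ca dye, 30–90 min RT. Cmpd → 180 s read at 1 Hz → EC80 DA → 180 s read.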
Vif-APOBEC3G blk – blocks the Vif interaction with human APOBEC3G; Q9HC16; AID 602310; Potency, µM (top dose mostly 46.1 µM), inactives show at the highest dose activity, negative = active, actives largely listed as inhibitors; 0.076% of 410,000 active; HeLa A3G-eYFP + Vif (tagged APOBEC3G with the HIV-1 protein that degrades it), YFP fluorescence, overnight;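 further: potency means the concentration at half of the fitted maximal effect; on the % scale 0 is the no-effect control and ±100 the full control effect; nearly all actives have a fitted effect of over 60% in size; hits raise eYFP signal because A3G escapes Vif-driven loss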
Target sequence (Q9HC16 whole entry, looked up): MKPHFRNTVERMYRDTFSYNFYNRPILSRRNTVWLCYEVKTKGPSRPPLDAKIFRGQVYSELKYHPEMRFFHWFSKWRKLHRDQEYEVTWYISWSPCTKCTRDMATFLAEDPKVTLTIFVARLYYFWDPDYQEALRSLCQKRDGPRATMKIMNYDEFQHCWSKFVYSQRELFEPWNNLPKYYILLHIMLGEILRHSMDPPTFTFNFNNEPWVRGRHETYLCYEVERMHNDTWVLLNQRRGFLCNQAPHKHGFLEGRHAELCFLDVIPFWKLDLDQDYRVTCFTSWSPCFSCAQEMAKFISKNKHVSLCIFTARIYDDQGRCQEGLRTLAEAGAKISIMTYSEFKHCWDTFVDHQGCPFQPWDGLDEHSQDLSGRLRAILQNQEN
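Read-out is eYFP fluorescence (Ex 488/Em 500-530) from Vif-expressing HeLa A3G-eYFP cells; more signal means A3G escaped Vif-mediated degradation. Cells plated overnight, compound pinned in, incubated overnight at 37 deg C.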
D2 potentiator – D2 dopamine receptor (human) potentiation; AID 485347; 0.34% of 340,000 active; potentiation, % at 10 µM; HEK293 T-REx D2, calcium flux, EC20 dopamine potentiation;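 active means potentiation over 3 SD above the plate norm, cut at about 30% in these data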; further: 0% is about no effect
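Potentiation of an EC20 dopamine calcium response is measured in a force-coupled, tetracycline-inducible Hek293 Trex D2 line. Compound-only kinetic reads over 180 s flag agonists before dopamine addition.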
RXFP1 antag – antagonists of human relaxin receptor RXFP1; 0.59% of 350,000 active; HEK293-RXFP1, relaxin-stimulated cAMP HTRF, 30 min; active compounds read low; activity change, negative = inhibition, % at 57.5 µM; Q9HBX9;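 active means activity change of -60% or lower, but not beyond a set lower limit; inconclusive means change between -60% and -40%, or beyond the set limit; inactive means change above -40%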; further: on the % scale 0 is the no-effect control and ±100 the full control effect
Target sequence (Q9HBX9 whole entry, looked up): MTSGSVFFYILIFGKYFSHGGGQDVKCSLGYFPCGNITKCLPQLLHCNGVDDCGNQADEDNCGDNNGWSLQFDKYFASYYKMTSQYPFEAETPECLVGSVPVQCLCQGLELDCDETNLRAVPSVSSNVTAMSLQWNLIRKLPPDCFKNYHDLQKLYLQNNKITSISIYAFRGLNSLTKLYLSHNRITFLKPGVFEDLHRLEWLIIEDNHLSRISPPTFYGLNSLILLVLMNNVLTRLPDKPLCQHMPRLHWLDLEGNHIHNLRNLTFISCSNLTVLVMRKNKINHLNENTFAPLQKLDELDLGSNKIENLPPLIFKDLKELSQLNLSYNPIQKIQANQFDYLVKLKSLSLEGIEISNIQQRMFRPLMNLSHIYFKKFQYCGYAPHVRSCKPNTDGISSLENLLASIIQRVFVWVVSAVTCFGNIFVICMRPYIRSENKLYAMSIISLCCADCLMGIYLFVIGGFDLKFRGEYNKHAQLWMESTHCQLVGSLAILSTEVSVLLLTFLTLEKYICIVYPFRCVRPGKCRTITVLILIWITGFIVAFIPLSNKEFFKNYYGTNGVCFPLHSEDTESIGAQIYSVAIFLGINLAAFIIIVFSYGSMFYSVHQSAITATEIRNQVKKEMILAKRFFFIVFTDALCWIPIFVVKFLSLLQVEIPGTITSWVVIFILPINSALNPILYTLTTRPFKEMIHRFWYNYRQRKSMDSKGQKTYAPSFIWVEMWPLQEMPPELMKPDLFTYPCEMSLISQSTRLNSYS
Vif-APOBEC3F blk – blocks the Vif interaction with APOBEC3F; AID 602313; Potency, µM (titrated, usually from 46.1 µM), for the others: top-dose activity, negative = active; HeLa A3F-eYFP + Vif (tagged APOBEC3F with the HIV-1 protein that degrades it), YFP fluorescence increase; 0.2% of 390,000 active; further: potency means the concentration at half of the fitted maximal effect; % of control where 0% means no effect; nearly all actives have a fitted effect of over 65% in size
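HeLa cells stably expressing Vif plus C-terminally eYFP-tagged A3F were seeded, incubated overnight at 37 deg C, dosed with compound, incubated overnight again at 37 deg C. Yellow fluorescence (Ex 488/Em 500-530) reported blocked Vif-mediated A3F-eYFP degradation.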
D1 ag – activates the human D1 dopamine receptor; HEK293 T-REx D1 cells, calcium flux, agonist mode; activation, % at 2 µM; 1% of 360,000 active; AID 504660; in the data active means activation above about 30%; further: 0% is about no effect
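Inducible HEK293 T-REx D1 cells, force-coupled to calcium signalling, were plated at 4000 cells/well with tetracycline and held overnight at 30 C. After no-wash calcium dye loading, compound-evoked calcium rise over 180 s flagged agonists.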
Glioma ERSR ind – inducers of ER stress response in human glioma cells. U87-MG GRP78 promoter luciferase reporter, 16 h. Potency, µM, for inactives: top-dose activation, usual class: activators. 0.02% of 420,000 active; further: potency means the concentration at half of the fitted maximal effect; series mostly up to about 76 µM; % of control where 0% means no effect; nearly all actives have a fitted effect of over 35% in size
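Stably transfected U87-MG glioma cells carrying a GRP78-based luciferase sensor; 16 h compound incubation. Luminescence end-point read 10 min after Bright-Glo addition at room temperature.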
D1 PAM – potentiators of human D1 dopamine receptor | potentiation, % at 10 µM | HEK293 TREx D1 cells, calcium flux, dopamine EC20 potentiation | 0.036% of 360,000 active; in the data active means potentiation above about 30%; further: 0% is about no effect
RXFP1 ag – agonists of human relaxin receptor RXFP1. Q9HBX9. 0.3% of 370,000 active. HEK293T-RXFP1 cAMP TR-FRET, 30 min; response scale: percent of porcine relaxin response, buffer zero. Potency, µM (top dose mostly 57.5 µM), without a hit: top-dose activation, hits mostly activators; further: potency means the concentration at half of the fitted maximal effect; on the % scale 0 is the no-effect control and ±100 the full control effect; nearly all actives have a fitted effect of over 60% in size; many of its hits are not listed in these tables
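Agonist response is measured as cAMP accumulation in an RXFP1-transfected HEK293T line under PDE4 inhibition. Values are scaled between buffer-only and 29 nM porcine relaxin, and EC50s come from standard Hill equation fits.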
* marks the source's active call; other numbers are inactive results; ? = inconclusive; · = no result given. Unless noted, the call rests on the fitted dose curve; in most records, active means well fitted curve in the direction sought with a large enough effect; inconclusive means small, poorly fitted or top-dose-only effect, or another doubt; inactive means no such curve, though single readings can be large; an effect the other way counts as inactive or inconclusive. This is a subset. The share of hits here may be higher or lower than overall.

1. COc1ccc(COC(=O)C2CC(=O)N(Cc3ccccc3)C2)cc1 (configuration not stated)
2. O=c1cc(-c2ccc(Br)cc2)[nH][nH]1
3. COC(=O)C1=C(C(=O)OC)[C@@H]2N(Cc3ccccc3)c3ccccc3[C@@]23C[C@@H](C(=O)OC)N(C(=O)COCc2ccccc2)C3=N1
4. CN1C(=O)c2oc3ccc(Br)cc3c(=O)c2C1c1ccncc1 (configuration not stated)
5. COc1cc2ccccc2cc1C(=O)Nc1nc(C)c(C(C)=O)s1
6. CCN(C(=O)CSc1ncccn1)c1cccc2ccccc12
7. O=C(Nc1nnc(C2=COCCO2)o1)c1cccc(Br)c1
8. COc1ccc(Cn2nnnc2C(CC(C)C)N2CCN(c3ccccc3)CC2)cc1 (configuration not stated)
screen / no.	1	2	3	4	5	6	7	8
D1 antag	5	4	29	0	-15	·	0	-15
Vif-APOBEC3G blk	0%	1%	-10%	·	1%	-1%	2%	-3%
D2 potentiator	-4	11	8	-2	5	·	-7	-1
RXFP1 antag	-4	-9	·	·	·	2	4	-16
Vif-APOBEC3F blk	9%	12%	2%	·	3%	2%	?	5%
D1 ag	3	13	6	1	3	·	3	3
Glioma ERSR ind	-5%	-1%	0%	·	3%	-3%	0%	-1%
D1 PAM	-8	-2	-2	2	-5	·	-7	-7
RXFP1 ag	-1.9%	-1.3%	-0.7%	0.2%	0.0%	·	2.7%	-0.6%

Some of the entries so far, as labelled records.
3) COC(=O)C1=C(C(=O)OC)[C@@H]2N(Cc3ccccc3)c3ccccc3[C@@]23C[C@@H](C(=O)OC)N(C(=O)COCc2ccccc2)C3=N1
  D1 antag = 29; Vif-APOBEC3G blk = -10%; D2 potentiator = 8; RXFP1 antag = ·; Vif-APOBEC3F blk = 2%; D1 ag = 6; Glioma ERSR ind = 0%; D1 PAM = -2; RXFP1 ag = -0.7%

8) COc1ccc(Cn2nnnc2C(CC(C)C)N2CCN(c3ccccc3)CC2)cc1 (configuration not stated)
  D1 antag = -15; Vif-APOBEC3G blk = -3%; D2 potentiator = -1; RXFP1 antag = -16; Vif-APOBEC3F blk = 5%; D1 ag = 3; Glioma ERSR ind = -1%; D1 PAM = -7; RXFP1 ag = -0.6%

4) CN1C(=O)c2oc3ccc(Br)cc3c(=O)c2C1c1ccncc1 (configuration not stated)
  D1 antag = 0; Vif-APOBEC3G blk = ·; D2 potentiator = -2; RXFP1 antag = ·; Vif-APOBEC3F blk = ·; D1 ag = 1; Glioma ERSR ind = ·; D1 PAM = 2; RXFP1 ag = 0.2%

Remaining list, next part
9. O=C(c1cccs1)N1CCCc2cc(NS(=O)(=O)c3ccc(F)cc3)ccc21
10. CCOc1ccc(N(CC(=O)NC2CCCCC2)C(=O)CSc2nnc(COc3ccccc3)o2)cc1
11. Oc1ccc(C[C@@H]2CNCCN2CC2(c3ccccc3)CC2)cc1
12. Cc1noc(C)c1S(=O)(=O)N1CCC(C(=O)N2CCN(c3ccccc3)CC2)CC1
13. COc1cc([N+](=O)[O-])ccc1NC(=O)NCC1CCN(Cc2ccc(Cl)cc2)CC1
14. COc1ccc(CN2CCN(Cc3ccc4cc(F)ccc4n3)CC2CCO)c(C)c1C (configuration not stated)
15. O=C(Nc1nc2ccccc2[nH]1)c1cccs1
16. O=C(COC(=O)COc1ccc(Nc2ccccc2)cc1)NCc1ccco1
screen / no.	9	10	11	12	13	14	15	16
D1 antag	-11	-1	0	-1	-33*	0	-11	-9
Vif-APOBEC3G blk	-7%	-1%	0%	3%	0%	-2%	-2%	0%
D2 potentiator	2	-10	8	-7	-14	-4	6	1
RXFP1 antag	-6	-9	·	·	-8	-2	-3	-3
Vif-APOBEC3F blk	-15%	·	5%	-11%	0%	3%	3%	2%
D1 ag	17	2	11	4	31*	0	3	4
Glioma ERSR ind	-2%	-1%	-2%	-2%	-7%	-1%	0%	-5%
D1 PAM	0	-1	-4	0	-10	-3	2	-7
RXFP1 ag	0.8%	0.2%	0.0%	-1.8%	-3.9%	1.0%	-1.1%	-0.9%

Fetched one by one from above:
12. Cc1noc(C)c1S(=O)(=O)N1CCC(C(=O)N2CCN(c3ccccc3)CC2)CC1
16. O=C(COC(=O)COc1ccc(Nc2ccccc2)cc1)NCc1ccco1
15. O=C(Nc1nc2ccccc2[nH]1)c1cccs1
screen / no.	12	16	15
D1 antag	-1	-9	-11
Vif-APOBEC3G blk	3%	0%	-2%
D2 potentiator	-7	1	6
RXFP1 antag	·	-3	-3
Vif-APOBEC3F blk	-11%	2%	3%
D1 ag	4	4	3
Glioma ERSR ind	-2%	-5%	0%
D1 PAM	0	-7	2
RXFP1 ag	-1.8%	-0.9%	-1.1%

(continued)
17. Cc1ccc(O)c(NC(=S)NC(=O)COc2ccc(Br)cc2)c1
18. CC(C)(C)NC(=O)Cn1nnc(-c2ccc(S(C)(=O)=O)cc2)n1
19. CC1CCN(CC(=O)NCc2ccco2)CC1
20. CC(C)[C@H](NC(=O)c1ccc(F)cc1)C(=O)NC1=NCCS1
21. C[C@@H]1O[C@@H](OC[C@H]2O[C@@H](Oc3c(-c4ccc(O)cc4)oc4cc(O)cc(O)c4c3=O)[C@H](O)[C@@H](O)[C@@H]2O)[C@H](O)[C@H](O)[C@H]1O
22. CCOC(=O)/C(=C/c1c(C)n(C)c2ccc([N+](=O)[O-])cc12)C(C)=O
23. CSc1cc(C)c(OCC(=O)Nc2c(C)nn(C)c2C)c(C)c1
24. CCC(=O)N1CCc2cc(Br)cc(S(=O)(=O)CCC(=O)Nc3ccc(C)c(F)c3)c21
screen / no.	17	18	19	20	21	22	23	24
D1 antag	-46*	-18	9	-25	9	14	8	-5
Vif-APOBEC3G blk	-19%	1%	-5%	-4%	-1%	?	0%	-2%
D2 potentiator	9	-18	3	9	9	-8	-3	-3
RXFP1 antag	-33	6	-2	-28	9	-11	-13	-11
Vif-APOBEC3F blk	5%	3%	-9%	1%	-2%	-2%	8%	-7%
D1 ag	54*	3	9	0	2	0	6	0
Glioma ERSR ind	-1%	-2%	-3%	-2%	-2%	?	-4%	-3%
D1 PAM	-3	-8	-6	-8	3	-4	-4	0
RXFP1 ag	-2.7%	1.2%	2.7%	0.1%	1.1%	2.7%	-0.6%	?

25. CCC(=O)Nc1ccc(NC(=O)c2oc3ccccc3c2C)cc1
26. O=C(c1ccc(Cl)cc1)c1cn[nH]c1-c1ccccc1O
27. O=C(N/N=C/c1cc2c(c([N+](=O)[O-])c1)OCO2)c1ccncc1
28. O=C(Cc1c(F)cccc1Cl)Nc1ccc(S(=O)(=O)N2CCCC2)cc1
29. Cc1cccn2c(=O)nc(SCC(=O)NCc3ccco3)nc12
30. CCOc1cc2[nH]c(=O)n(CCCCCC(=O)NCc3ccco3)c(=O)c2cc1OCC
31. CN=C1S/C(=C\c2ccc(N3CCOCC3)c(F)c2)C(=O)N1C
32. O=C(CC1C(=O)NCCN1C/C=C/c1ccccc1)NCCCC1CCCC1 (configuration not stated)
screen / no.	25	26	27	28	29	30	31	32
D1 antag	7	-7	-6	1	6	4	7	-12
Vif-APOBEC3G blk	-1%	2%	-5%	-1%	0%	1%	1%	-9%
D2 potentiator	-17	-3	0	18	7	-7	18	-3
RXFP1 antag	-12	-2	-8	-18	-9	-7	1	-3
Vif-APOBEC3F blk	-2%	-1%	-30%	3%	-25%	-4%	0%	2%
D1 ag	6	3	0	4	2	1	4	-1
Glioma ERSR ind	-9%	3%	-2%	-2%	-4%	-1%	8%	1%
D1 PAM	-6	-6	2	-2	1	-1	-2	-4
RXFP1 ag	0.5%	-1.4%	2.4%	0.5%	14%	6.2%	-0.2%	-2.2%

Compound profiles, as listed above. Screens in order: D1 antag	Vif-APOBEC3G blk	D2 potentiator	RXFP1 antag	Vif-APOBEC3F blk	D1 ag	Glioma ERSR ind	D1 PAM	RXFP1 ag
Profile of CCOc1cc2[nH]c(=O)n(CCCCCC(=O)NCc3ccco3)c(=O)c2cc1OCC → 4	1%	-7	-7	-4%	1	-1%	-1	6.2%
Profile of CCC(=O)Nc1ccc(NC(=O)c2oc3ccccc3c2C)cc1 → 7	-1%	-17	-12	-2%	6	-9%	-6	0.5%

Next compounds
33. O=C(CCc1nnc(CCC2CCCCC2)o1)NCCc1ccccn1
34. Cc1ccc(C(=O)Nc2nc3ccccc3[nH]2)cc1
35. Cc1ccsc1C(=O)N1CCN(c2ncccn2)CC1
36. CCCC1NC(=O)c2cccnc2-n2c1nc1ccc(OC)cc1c2=O (configuration not stated)
37. CC1CCCCC12NC(=O)N(CC(=O)Nc1ccc(S(=O)(=O)N3CCOCC3)cc1)C2=O (configuration not stated)
38. CCOCCCNC(=O)/C(C#N)=C/c1ccc(-c2ccc(S(=O)(=O)N3CCOCC3)cc2)o1
39. CCN1C(=O)/C(=C/c2nc3ccccc3c(=O)[nH]2)c2ccccc21
40. CCCC1(c2ccccc2)NC(=O)N(CCN2C(=O)c3ccccc3C2=O)C1=O (configuration not stated)
screen / no.	33	34	35	36	37	38	39	40
D1 antag	-5	3	-5	·	-6	-9	11	-4
Vif-APOBEC3G blk	-3%	-5%	2%	5%	-1%	-10%	-3%	0%
D2 potentiator	10	0	15	·	-3	8	10	-3
RXFP1 antag	-1	2	6	-8	-5	4	0	-1
Vif-APOBEC3F blk	-8%	-3%	3%	4%	1%	-23%	5%	·
D1 ag	5	-3	1	·	1	4	-1	0
Glioma ERSR ind	-2%	-17%	-3%	-2%	-2%	-4%	-3%	-2%
D1 PAM	1	-1	-1	·	5	-5	-8	2
RXFP1 ag	1.0%	2.1%	-0.7%	·	0.2%	1.8%	1.6%	0.4%

41. CC1(/[N+]([O-])=C\c2ccccc2F)CCCCC1=O (configuration not stated)
42. Nc1nnc(SC2CC(=O)N(c3ccccc3)C2=O)s1 (configuration not stated)
43. Brc1c(C[n+]2ccccc2)nc2ccccn12
44. Cc1ccccc1NS(=O)(=O)c1ccc(C(=O)N2CCCCCC2)cc1
45. CN(CC(=O)N1CCOCC1)S(=O)(=O)c1ccc2ccccc2c1
46. COc1ccc2c(c1O)C(=O)c1ccccc1C2=O
screen / no.	41	42	43	44	45	46
D1 antag	-1	0	2	-17	-1	22
Vif-APOBEC3G blk	4%	1%	1%	1%	1%	·
D2 potentiator	7	-5	0	3	-7	-6
RXFP1 antag	17	14	14	4	2	·
Vif-APOBEC3F blk	0%	0%	11%	-7%	-2%	·
D1 ag	1	0	2	13	1	-2
Glioma ERSR ind	-4%	-10%	-2%	-5%	-1%	·
D1 PAM	4	-1	-12	-2	-4	-3
RXFP1 ag	1.4%	0.6%	11%	0.0%	0.1%	-0.4%
